# NCI-60 one-dose screen, 48 h, at 10 µM unless noted. Numbers give growth in % (100 = growth as untreated, 0 = no growth, -100 = all killed).
# SK-MEL-28 – SK-MEL-28 melanoma; 81,000 compounds, 4.1% hits
# UACC-62 – UACC-62 melanoma; 81,000 compounds, 5.4% hits; AID 1794756
# MALME-3M – MALME-3M melanoma | 78,000 compounds, 5.8% hits
# SK-MEL-2 – SK-MEL-2 melanoma; AID 1794763; 77,000 compounds, 4.7% hits
# MDA-MB-435 – MDA-MB-435 melanoma; 82,000 compounds, 7.8% hits; AID 1794794
# SK-MEL-5 – SK-MEL-5 melanoma; 80,000 compounds, 6.4% hits; AID 1794755
# UACC-257 – UACC-257 melanoma; 78,000 compounds, 4.4% hits; AID 1794764
# LOX IMVI – LOX IMVI melanoma; 79,000 compounds, 7.4% hits; AID 1794757
# * = called active by the depositor; · = not tested or not shown; & = joins results of further samples; [ ] = another dose, or the depositor's remark. Rule for the calls: active = growth percent below 10; inactive = the rest.
# Sample of the layout (4 entries):
SMILES,SK-MEL-28,UACC-62,MALME-3M,SK-MEL-2,MDA-MB-435,SK-MEL-5,UACC-257,LOX IMVI
CC1(C)C(=O)/C(=C\c2ccc(Br)cc2)C[C@]2(C)[C@H]3CC[C@@H]4[C@@H](C(=O)/C=C/c5ccc(Br)cc5)CC[C@@]4(C)[C@]3(C)CC[C@@H]12,103,93,95,108,102,98,96,·
Cc1cc(C#Cc2ccccc2)ccc1-n1c(/C=C/c2ccc(F)cc2)nc2ccccc2c1=O,94,55,·,71,67,37,87,71
N=C(N)c1ccc(-c2ccc(-c3cccs3)o2)nc1,101,·,102,113,88,95,80,97
CCOC(=O)C(CC(C(=O)OCC)C(=O)OCC)C(=O)OCC,113,102,105,118,114,96,96,91

# Results, previewed entries included:
SMILES,SK-MEL-28,UACC-62,MALME-3M,SK-MEL-2,MDA-MB-435,SK-MEL-5,UACC-257,LOX IMVI
CC1(C)C(=O)/C(=C\c2ccc(Br)cc2)C[C@]2(C)[C@H]3CC[C@@H]4[C@@H](C(=O)/C=C/c5ccc(Br)cc5)CC[C@@]4(C)[C@]3(C)CC[C@@H]12,103,93,95,108,102,98,96,·
Cc1cc(C#Cc2ccccc2)ccc1-n1c(/C=C/c2ccc(F)cc2)nc2ccccc2c1=O,94,55,·,71,67,37,87,71
N=C(N)c1ccc(-c2ccc(-c3cccs3)o2)nc1,101,·,102,113,88,95,80,97
CCOC(=O)C(CC(C(=O)OCC)C(=O)OCC)C(=O)OCC,113,102,105,118,114,96,96,91
N#CC1=C(N)Oc2c(ccc3ccccc23)C1c1ccccc1[N+](=O)[O-] (configuration not stated),113,92,97,98,104,·,100,89
Ic1ccc(Cn2cncc2-c2c[nH]c3ccccc23)cc1,75,45,56,91,84,76,79,64
COc1cccc(/C(C)=N/NC(=O)CSc2nc3ccccc3c(=O)n2Cc2ccc(S(N)(=O)=O)cc2)c1,112,100,104,103,101,90,98,93
CCCCNC(c1ccc(N(CC)CC)cc1)C(Br)(Br)Br (configuration not stated),112,98,96,120,104,100,93,93
CC(=O)c1cn(C)c2ccc3c(c12)[C@H]1C=C[C@@H]3O1,124,105,140,131,112,130,98,100
Cc1nn(-c2ccccc2)c2nc3c(c(-c4ccc(Cl)cc4)c12)CNC1(CCCC1)N3,99,95,86,119,101,100,111,100
NC(=S)NN=C(c1ccc(O)cc1)c1ccc(O)cc1,102,86,83,107,100,98,92,84
CC1CCC[N+]2(CCCCC2)CC1 (configuration not stated),103,104,117,108,103,104,114,106
Cc1ccc2c(n1)C(=O)C(Oc1ccc(C#N)cc1)=CC2=O,107,107,134,107,97,97,94,85
c1ccc(Oc2ccc(Nc3ncnc4onc(-c5ccccc5)c34)cc2)cc1,101,86,106,107,100,92,100,102
C=CN(C(=O)N1CCN(c2cc3c(cc2F)c(=O)c(C(=O)O)cn3C2CC2)CC1)c1nc(-c2ccc(Br)cc2)cs1,91,77,104,102,95,91,94,86
CC(=O)N1N=C(c2ccc(Nc3nc(Nc4ccc(Cl)cc4)nc(Nc4ccc(Cl)cc4)n3)cc2)CC1c1ccc([N+](=O)[O-])cc1 (configuration not stated),75,77,83,45,59,51,72,64
CCOC(=O)/C(=C/c1ccc([N+](=O)[O-])cc1)C(=O)c1ccccc1,-29*,20,32,54,28,62,45,-68*
Cc1ccc(S(=O)(=O)Nc2nc(Oc3ccccc3)c(C#N)c(-c3ccc(Cl)cc3)n2)cc1,96,59,75,73,93,·,102,94
Clc1ccc(Nc2ccc3nnc(-c4ccncc4)n3n2)cc1,102,86,87,94,82,75,103,80
O=C(CSc1nc2ccccc2c(=O)n1CCc1ccccc1)NCc1ccccc1,89,72,·,82,86,79,94,84
CCCCNC(=O)c1ccc2c(c1)nc(-c1ccccc1)n2C1CCCCC1,106,87,100,101,100,94,109,93
COc1c2ccccc2c(OC)c2[nH]c(=O)ccc12,25,-6.4*,-63*,64,-67*,-97*,41,12
c1ccc(Nc2nn3c(-c4ccco4)ccnc3c2-c2ccccc2)cc1,102,90,117,107,103,99,113,107
Cc1cc(=O)oc2cc(OCCCOc3ccc(/C=C/C(=O)Nc4cccc(Cl)c4)cc3)ccc12,87,91,68,95,98,95,100,70
COc1ccc(CCNC(C)=O)cc1OC,97&105,103&103,84&91,106&100,103&108,97&101,103&110,95&98
SMILES,SK-MEL-28,UACC-62,MALME-3M,SK-MEL-2,MDA-MB-435,SK-MEL-5,UACC-257,LOX IMVI
CC(O)CC(O)CC1CCCO1 (configuration not stated),124,96,105,109,110,111,96,99
NS(=O)(=O)c1ccc(NNC(=O)CCC(=O)c2ccccc2)cc1,112,100,107,107,105,99,103,·
C=CC1OC2C3CC(C2O1)C1OC31 (configuration not stated),98,102,97,·,105,98,103,101
COc1cc(C2CC(c3ccccc3)=NN2Cn2nnc3ccccc32)cc(OC)c1OC (configuration not stated),109,90,102,·,88,94,105,104
CC1(C)CC(=O)C2=C(C1)N(Cc1ccc(C(=O)O)cc1)C1=C(C(=O)CC(C)(C)C1)C2c1ccc(F)cc1,110,91,99,104,99,102,100,86
COc1ccc(CNc2c3ccccc3nc3ccc(OC)cc23)cc1,41,43,7.1*,41,19,11,6.6*,-75*
CC1(C)C=Cc2c(ccc3c2[N+]([O-])=C2C(C)(C)[C@H]4C[C@]56CCCN5C(=O)[C@@]4(C[C@@]23O)NC6=O)O1,107,100,94,106,107,95,103,100
O=C(Oc1ccccc1)c1ccccc1,120,99,92,103,114,109,100,106
O=C1c2ccccc2C(=O)c2c(N=Nc3sc(=S)[nH]c3O)cccc21,113,95,109,93,109,101,90,97
C#CC(C)(CC)NC(=O)c1cc(-c2ccc3c(c2)OCO3)on1 (configuration not stated),104,96,103,106,98,·,97,105
O=C(c1ccccc1)C(O)(c1ccccc1)c1ccccc1,111,93,104,98,98,103,100,107
C#CCOc1ccc(/C=N/Nc2nc(-c3ccccc3)cs2)cc1OCC#C,108,72,76,98,83,57,82,86
CC(C)C[C@H](N)C(=O)NS(=O)(=O)c1ccc(Br)c2ccncc12,126,99,95,107,111,102,107,99
CCCCn1c(=O)c(-c2cc(-c3ccc(Cl)cc3)nc(-c3ccc(Cl)cc3)c2)cc2cc(OC)ccc21,98,91,105,108,99,103,91,96
CCC(O)c1ccc(N)cc1 (configuration not stated),119,106,112,130,101,114,106,·
Cc1ccc(/C=C2/SC(=O)N(CCCC(=O)N3CCN(c4cc5c(cc4F)c(=O)c(C(=O)O)cn5C4CC4)CC3)C2=O)cc1,107,96,101,106,109,96,106,97
CC(=O)Nc1ccc(/C=N/NC(=O)C(=O)N/N=C/c2ccc(NC(C)=O)cc2)cc1,114,106,93,99,114,108,102,106
S=C(SCc1c(Cl)cccc1Cl)N1CCSCC1,108,85,114,115,103,99,·,100
CCc1ccccc1-n1c(=O)c(C#N)c(-c2ccc(O)cc2)c2c(N)[nH]nc21,128,97,130,114,118,115,125,96
COc1ccc(CNc2c3ccccc3nc3ccccc23)c(OC)c1,69,54,67,94,39,70,75,18
Cc1c(C(=O)/C=C/c2ccc(Cl)cc2)nnn1-c1ccc(Br)cc1,107,73,100,99,101,100,103,94
c1ccc(CCc2ccccn2)nc1,83,102,98,103,94,105,95,103
COc1ccc(C(C#N)(CCN(C)C)CN(C)C)cc1 (configuration not stated),118,105,107,103,109,104,115,98
c1ccc(-c2cc3c([nH]2)-c2oncc2CC3)cc1,118,103,·,96,96,104,109,93
CC(=O)c1c(C)nc2ccccc2c1/C=C/c1ccc(Cl)cc1,98,63,131,90,97,58,83,94
SMILES,SK-MEL-28,UACC-62,MALME-3M,SK-MEL-2,MDA-MB-435,SK-MEL-5,UACC-257,LOX IMVI
Cc1ccc(C(=O)/C(=C/c2ccc([N+](=O)[O-])cc2)S(=O)Cc2ccccc2)cc1 (configuration not stated),17,-55*,-14*,58,20,38,66,-82*
CCCCc1ccc(N=Nc2ccc(OCC[N+](C)(C)C)cc2)cc1,89,54,69,94,89,89,71,34
O=C(O)c1ccc(N/C=C/C(=O)c2ccccc2)cc1,109,97,99,104,101,100,102,92
CCCCCCCCCCCCSCCCC(=O)O,111,106,99,97,105,103,115,93
N=C(N)SC(c1ccccc1)c1ccccc1,90,98,109,106,88,96,92,95
O=C(/C=C/c1ccccc1)n1c(-c2ccc(Cl)cc2)nc2ccccc21,-65*,-85*,16,-36*,-44*,-71*,-64*,-83*
NC1[C@H](c2c[nH]c3ccccc23)c2c([nH]c3ccccc23)[C@H]1c1c[nH]c2ccccc12 (some centres not stated),103,73,89,98,100,85,111,90
CSc1cc(SC)nc(SC)n1,101,·,105,100,108,104,116,95
N#Cc1c(NC(=O)c2ccc([N+](=O)[O-])o2)[n+]([O-])c2cc(F)c(F)cc2[n+]1[O-],100,100,125,35,109,80,·,85
CCCc1cc(=O)oc2c(C(=O)CC(C)COC(=O)/C=C/c3ccccc3)c(O)c(CC=C(C)C)c(O)c12 (configuration not stated),96,88,101,105,109,95,112,100
C#Cc1cccc(NC(=O)c2cccc(NC(=O)C=C)c2)c1,99[8.25 µM],76[8.25 µM],84[8.25 µM],77[8.25 µM],71[8.25 µM],93[8.25 µM],87[8.25 µM],83[8.25 µM]
COc1ccc2cc(C(=O)c3cn(-c4ccccc4)nc3C(C)=O)ccc2c1,112,95,104,105,110,103,110,97
O=S1(=O)OCCCO1,110,91,94,117,107,101,85,103
CC(C)(C)c1ccc(O)c([N+](=O)[O-])c1,115,103,113,117,107,109,102,106
CCCN1C(=O)CC(c2ccc(OC)c(OC)c2)C1=O (configuration not stated),113,108,106,·,109,102,·,95
c1ccc(CNc2ncnc3scc(-c4cccs4)c23)nc1,97,56,89,72,64,15,46,74
Cc1ccc(C2NC(=S)N3C(c4ccc(C)cc4)NC(=S)N23)cc1 (configuration not stated),59,35,·,-33*,-35*,17,-22*,51
CCn1c(O)c(N=NC(=O)c2ccc(S(N)(=O)=O)cc2)c2ccccc21,113,95,105,113,102,103,101,106
N#Cc1ccc(NC(=O)NNC(=O)c2ccncc2)cc1,105,112,107,109,127,101,107,90
Cc1cc(O)c(C(C)(C)C)cc1Sc1cc(C(C)(C)C)c(O)cc1C,·,16,74,73,55,34,31,64
Cc1nc(NCc2ccco2)nc(N2CCOCC2)c1Br,106,94,103,113,106,95,121,91
c1ccc2c(c1)Cc1ccccc1O2,100,91,97,106,99,98,90,99
O=C(Nc1nc2ccc(O)cc2s1)c1cccc(C(F)(F)F)c1,82,46,82,57,45,·,70,·
CCSc1oc(-c2ccccc2)nc1S(=O)(=O)c1ccccc1,106,77,82,103,104,86,115,101
Cc1ccc(NC(=O)Nc2ccc(C)cc2)cc1,117,105,98,109,103,107,112,95

# Complete entries from above:
# `NC1[C@H](c2c[nH]c3ccccc23)c2c([nH]c3ccccc23)[C@H]1c1c[nH]c2ccccc12` (some centres not stated) as listed: SK-MEL-28: 103; UACC-62: 73; MALME-3M: 89; SK-MEL-2: 98; MDA-MB-435: 100; SK-MEL-5: 85; UACC-257: 111; LOX IMVI: 90
# `CSc1cc(SC)nc(SC)n1` as listed: SK-MEL-28: 101; UACC-62: ·; MALME-3M: 105; SK-MEL-2: 100; MDA-MB-435: 108; SK-MEL-5: 104; UACC-257: 116; LOX IMVI: 95
# `O=C(/C=C/c1ccccc1)n1c(-c2ccc(Cl)cc2)nc2ccccc21` as listed: SK-MEL-28: -65*; UACC-62: -85*; MALME-3M: 16; SK-MEL-2: -36*; MDA-MB-435: -44*; SK-MEL-5: -71*; UACC-257: -64*; LOX IMVI: -83*

# At a glance, some entries already given:
SMILES,SK-MEL-28,UACC-62,MALME-3M,SK-MEL-2,MDA-MB-435,SK-MEL-5,UACC-257,LOX IMVI
CCSc1oc(-c2ccccc2)nc1S(=O)(=O)c1ccccc1,106,77,82,103,104,86,115,101
Cc1ccc(NC(=O)Nc2ccc(C)cc2)cc1,117,105,98,109,103,107,112,95

# New compounds follow:
SMILES,SK-MEL-28,UACC-62,MALME-3M,SK-MEL-2,MDA-MB-435,SK-MEL-5,UACC-257,LOX IMVI
CNCCOCc1ccccc1,109,124,94,89,98,104,93,104
CNCc1cccc2c1OCCCCCCC(C)(O)CC(C)(C)S(=O)(=O)c1ccc(cc1)-c1cnc(N)c(n1)C(=O)N2 (configuration not stated),13,1.9*,-59*,·,-86*,·,18,-59*
OC1(C(Cl)(Cl)Cl)CCCCC1,127,106,121,120,110,102,105,·
C[C@H](CSC(=O)c1ccccc1)C(=O)N1c2ccccc2C[C@H]1C(=O)O,100,96,97,98,111,98,101,108
CCOC(=O)c1c(NC(=O)c2ccc(C(C)C)cc2)sc2cc(O)ccc12,102,91,100,114,96,99,98,86
Cc1cc(C)c(Cc2ccccc2O)cc1Cc1ccccc1O,102,·,·,75,77,82,112,82
Cn1c(=O)c2c(ncn2CN2CCOCC2)n(C)c1=O,110,115,91,97,94,103,88,91
CC1(C)N=C(N)N=C(N)N1c1ccc(N(CCO)CCO)cc1,109,111,119,105,96,103,110,95
CCOC(=O)NC1=NCC(C)(C)S1,100,94,103,102,100,98,103,94
CCc1nc2cc(/C=C/C(=O)NO)ccc2c(=O)n1CCc1ccc(F)cc1,23,-29*,·,49,17,-38*,·,-73*
CC(C)Cc1ccc(C(C)c2nnc(Nc3nc4ccccc4s3)s2)cc1 (configuration not stated),93,80,97,118,101,101,101,96
Cc1sc2nc(/C(C#N)=C(\O)c3ccc(F)cc3)[nH]c(=O)c2c1C,122,95,118,117,106,103,107,103
Nc1ccc(C(=O)Nc2nc3c(s2)C[C@@H](NC(=O)c2cc(Br)c(Br)[nH]2)CC3)nc1,81,60,73,90,66,56,85,66
Cc1[nH][nH]c2nc3nc(=S)sc3c(-c3ccc(Cl)cc3)c12,88,83,92,98,89,90,98,·
COC(=O)CCC(CCC(=O)OC)(CCC(CCC(=O)OC)(CCC(=O)OC)[N+](=O)[O-])[N+](=O)[O-],110,92,96,117,104,99,99,95
CC(=O)Oc1cccc(-n2c(O)c(C=Nc3cccnc3)sc2=S)c1,101,96,96,102,100,99,97,93
COc1ccc(Oc2nc(Nc3ccc(N4CCOCC4)cc3)ncc2NC(N)=O)cc1,110,89,92,108,105,104,104,97
Cc1c(O)cc(-c2csc(Nc3ccc(Br)cc3)n2)c(O)c1C,117,88,120,106,115,99,103,89
